Screening results deposited in PubChem BioAssay by The Scripps Research Institute Molecular Screening Center.
PME-1 primary: PME-1 (human) inhibition; recombinant PME-1, FP-Rh probe fluorescence polarization; inhibition, % at 5.9 µM; hit rate 0.53% among 320,000;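 active = inhibition above the campaign mean of all compounds plus 3 SD, cut at about 26% in these data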;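 also: competitive labeling of PME-1 active site by serine hydrolase directed probe; 0% = PME-1 with DMSO and 100% = wells lacking PME-1 enzyme; inhibitors block probe labeling so polarization falls and inhibition rises; many of its hits are not listed in these tables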
PAFAH1B3 FP inh: inhibitors of human PAFAH1B3; recombinant PAFAH1B3, FP-rhodamine probe, fluorescence polarization; inhibition, % at 3.39 µM; hit rate 0.28% among 340,000;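 active = inhibition above the screen-wide average of all tested compounds plus 3 SD, cut at about 25% in these data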;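 also: 0% = enzyme with DMSO only and 100% = wells lacking PAFAH1B3 protein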
Target sequence (Q15102 whole entry, looked up): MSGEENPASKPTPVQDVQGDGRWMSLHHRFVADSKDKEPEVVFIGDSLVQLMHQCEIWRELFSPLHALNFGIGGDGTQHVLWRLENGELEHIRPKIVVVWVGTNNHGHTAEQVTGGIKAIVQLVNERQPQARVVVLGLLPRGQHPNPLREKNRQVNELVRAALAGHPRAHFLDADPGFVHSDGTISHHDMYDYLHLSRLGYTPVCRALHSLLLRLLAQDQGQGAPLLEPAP
LYPLA1 inh: blocks human lysophospholipase 1, a PME1 counter-screen; O75608; recombinant LYPLA1, FP-Rh probe fluorescence polarization; inhibition, % at 5.9 µM; hit rate 0.16% among 320,000;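 active = inhibition above the mean of all tested compounds plus 3 SD, set per campaign, cut at about 14% in these data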;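 also: inhibitors block serine hydrolase probe labeling of LYPLA1 so polarization falls; 0% = enzyme with DMSO and 100% = wells lacking LYPLA1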
GSTO1 counter: GSTO1 inhibition, counter-screen for RBBP9 inhibitors. hit rate 1.1% among 300,000. inhibition, % at 5.96 µM. AID 1974. recombinant GSTO1, activity-based probe fluorescence polarization;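 active = inhibition above the campaign mean inhibition plus 3 SD, cut at about 35% in these data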;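 also: 0% = GSTO1-1 with DMSO and 100% = wells lacking GSTO1-1 enzyme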
PAD4 inh: inhibitors of human PAD4 | AID 485272 | recombinant PAD4, RCA probe fluorescence polarization | Q9UM07 | hit rate 0.41% among 330,000 | inhibition, % at 6.36 µM;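 active = percent inhibition above a cutoff equal to the mean of all tested compounds plus 3 SD, cut at about 15% in these data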;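 also: 0% = PAD4 with RCA probe and DMSO and 100% = probe without PAD4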
PAFAH1B2 inh: PAFAH1B2 (human) inhibition; P68402; recombinant PAFAH1B2, FP-rhodamine activity probe, fluorescence polarization; inhibition, % at 3.39 µM; hit rate 1.2% among 340,000;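 active = inhibition above the mean of all tested compounds plus 3 SD, cut at about 24% in these data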;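 also: 0% = enzyme with DMSO and 100% = wells lacking PAFAH1B2; many of its hits are not listed in these tables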
LYPLA2 counter: blocks human lysophospholipase 2, a PME1 counter-screen. O95372. recombinant LYPLA2, FP-Rh probe fluorescence polarization. inhibition, % at 5.9 µM. hit rate 0.38% among 320,000. AID 2177;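 active = inhibition above the screen-wide mean plus 3 SD, limit set per campaign, cut at about 26% in these data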;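 also: 0% = LYPLA2 with DMSO and 100% = wells lacking LYPLA2 enzyme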
PREPL inh: inhibits the human prolyl oligopeptidase-like enzyme; recombinant PREPL, fluorescence polarization activity-based probe; hit rate 0.68% among 320,000; inhibition, % at 5.96 µM; Q4J6C6; in the data active = inhibition above about 43%;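 also: 0% = enzyme with DMSO and 100% = wells lacking enzyme; many of its hits are not listed in these tables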
pPAFAH FP inh: pPAFAH (human) enzyme inhibition; AID 463082; recombinant pPAFAH, FP-rhodamine probe fluorescence polarization; Q13093; inhibition, % at 3.39 µM; hit rate 1.5% among 330,000;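 active = inhibition above the mean inhibition across the screen plus 3 SD, cut at about 25% in these data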;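 also: inhibitors block binding of the rhodamine activity-based probe so polarization drops; 0% = enzyme with DMSO and 100% = wells lacking pPAFAH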
Target sequence (Q13093 whole entry, looked up): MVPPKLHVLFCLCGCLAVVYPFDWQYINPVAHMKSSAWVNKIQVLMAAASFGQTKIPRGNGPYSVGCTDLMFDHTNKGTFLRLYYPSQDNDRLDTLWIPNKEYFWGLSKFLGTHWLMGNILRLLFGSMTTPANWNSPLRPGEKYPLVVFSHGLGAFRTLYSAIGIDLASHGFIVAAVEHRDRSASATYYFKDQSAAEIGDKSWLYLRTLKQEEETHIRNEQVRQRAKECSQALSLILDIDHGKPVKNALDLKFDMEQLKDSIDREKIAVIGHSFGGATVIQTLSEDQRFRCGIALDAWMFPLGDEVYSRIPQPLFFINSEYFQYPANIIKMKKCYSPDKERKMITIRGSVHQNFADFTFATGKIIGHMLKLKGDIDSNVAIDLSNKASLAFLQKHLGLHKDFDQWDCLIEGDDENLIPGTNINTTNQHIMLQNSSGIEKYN
Starred values were filed as active, the others as inactive; / = no result given.

[1] CCN(CC)C(=S)SCC(=O)c1ccc(F)cc1
[2] COc1cc2[nH]c(=S)nc(NCc3cccs3)c2cc1OC
[3] O=C(Nc1ccccc1)c1cnc2ccccc2n1
[4] Cc1c(C(=O)NCc2ccc3c(c2)cc(C)n3C)cccc1[N+](=O)[O-]
[5] CCCCn1c(N)c(N(CCC(C)C)C(=O)C2CSC3(C)CCC(=O)N23)c(=O)[nH]c1=O (centres undefined)
[6] CCOC(=O)CCC(=O)Nc1ccccc1C(N)=O
[7] COc1cc(O)c2c(=O)c3c(O[C@H]4O[C@@H](CO)[C@H](O)[C@@H](O)[C@@H]4O)ccc(O)c3oc2c1
[8] COC(=O)C1=C(C(=O)OC)[C@@H]2N(Cc3ccccc3)c3ccccc3[C@@]23C[C@@H](C(=O)OC)N(C(=O)c2cccs2)C3=N1

compound no.	1	2	3	4	5	6	7	8
PME-1 primary	-4	17	6	0	2	4	/	-4
PAFAH1B3 FP inh	3	11	0	-6	5	8	9	13
LYPLA1 inh	4	3	-3	-4	1	-4	/	2
GSTO1 counter	3	2	1	1	9	3	/	0
PAD4 inh	8	5	-3	2	4	-6	-4	9
PAFAH1B2 inh	-4	4	2	-1	-6	6	5	7
LYPLA2 counter	2	-1	-1	0	2	5	/	-4
PREPL inh	-1	15	-7	19	-3	0	16	22
pPAFAH FP inh	3	3	4	-2	4	-1	4	5

[9] CC(=O)Nc1ccc(NC(=S)NC(=O)c2cc3ccccc3o2)cc1
[10] CCC(C)N=C1SCC(C)(/C=N/O)S1 (centres undefined)
[11] COc1ccc(CCNC(=O)c2cccc(S(=O)(=O)N3CCOCC3)c2)cc1OC
[12] Cc1ccc(C)c(OCCCN2CCNCC2)c1
[13] O=C(OCCN1C(=O)c2ccccc2C1=O)c1ccccc1
[14] Cc1ccc(NC(=O)CN2C(=O)c3ccccc3S2(=O)=O)c(C)c1
[15] CCCn1c(-c2ccc(OC)cc2)nc2c(=O)n(C)c(=O)[nH]c21
[16] O=C(Oc1ccccc1)c1cccc2cccnc12

compound no.	9	10	11	12	13	14	15	16
PME-1 primary	5	6	6	1	5	2	-2	4
PAFAH1B3 FP inh	17	3	7	1	0	-1	-4	7
LYPLA1 inh	1	3	-2	-4	-4	-1	2	1
GSTO1 counter	1	15	/	4	4	-5	8	24
PAD4 inh	-4	-1	2	-2	-2	2	1	0
PAFAH1B2 inh	5	1	0	5	-3	3	2	6
LYPLA2 counter	5	9	0	-2	2	0	3	-1
PREPL inh	-19	7	9	-4	24	1	6	-4
pPAFAH FP inh	4	-4	0	1	8	0	7	0

[17] CCn1c(SCC(=O)c2ccccc2)nc2c(c1=O)SC(C)C2 (centres undefined)
[18] CN(C)CCCN(C(=O)c1ccc2c(c1)CCCC2)c1nc2cc3c(cc2s1)OCO3
[19] N#Cc1ccc(C(=O)OCC(=O)Nc2ccc(N3CCOCC3)cc2)cc1
[20] COc1cccc2[nH]c(C(=O)NCCCN3CCCC3=O)cc12
[21] Cn1c(Cc2ccccc2)nnc1SCC(=O)NC1CCCC1
[22] O=C(Nc1ccc(N2CCN(C(=O)c3cccs3)CC2)cc1)c1ccco1
[23] COc1ccc(N(C(=O)c2ccco2)S(=O)(=O)c2ccc(F)cc2)cc1
[24] O=C(NC1CCCCC1)c1ccc(Cn2cc(Br)cn2)o1

compound no.	17	18	19	20	21	22	23	24
PME-1 primary	23	6	2	4	-4	-4	2	1
PAFAH1B3 FP inh	3	-1	6	1	3	7	7	-1
LYPLA1 inh	-1	3	-1	0	-2	6	2	-4
GSTO1 counter	-4	-7	19	-2	8	-4	-1	5
PAD4 inh	-3	2	2	-2	-1	1	-1	3
PAFAH1B2 inh	3	-3	3	3	-5	0	3	5
LYPLA2 counter	-4	9	-1	2	-8	4	0	4
PREPL inh	34	10	9	6	13	0	18	6
pPAFAH FP inh	1	0	-4	-1	-2	0	4	2

Single records, from the list above. Order of values: PME-1 primary	PAFAH1B3 FP inh	LYPLA1 inh	GSTO1 counter	PAD4 inh	PAFAH1B2 inh	LYPLA2 counter	PREPL inh	pPAFAH FP inh
`CCN(CC)C(=S)SCC(=O)c1ccc(F)cc1` across the screens: -4	3	4	3	8	-4	2	-1	3
`CCOC(=O)CCC(=O)Nc1ccccc1C(N)=O` across the screens: 4	8	-4	3	-6	6	5	0	-1
`Cn1c(Cc2ccccc2)nnc1SCC(=O)NC1CCCC1` across the screens: -4	3	-2	8	-1	-5	-8	13	-2
`CCCn1c(-c2ccc(OC)cc2)nc2c(=O)n(C)c(=O)[nH]c21` across the screens: -2	-4	2	8	1	2	3	6	7
`CCC(C)N=C1SCC(C)(/C=N/O)S1` (centres undefined) across the screens: 6	3	3	15	-1	1	9	7	-4

Going on with the list.
[25] Cc1ccc(NC(=O)COC(=O)CCC(=O)c2cccs2)cc1
[26] O=C(CN1C(=O)NC2(CCCc3ccccc32)C1=O)N1CCCCC1 (centres undefined)
[27] COc1ccc(/C=C2\N=C(c3ccc(C)cc3)OC2=O)cc1
[28] O=C(Nc1ccc(N2CCOCC2)cc1)Nc1ccc2nsnc2c1

compound no.	25	26	27	28
PME-1 primary	0	-4	-1	20
PAFAH1B3 FP inh	7	7	1	11
LYPLA1 inh	-1	1	-1	-4
GSTO1 counter	-10	-3	5	-8
PAD4 inh	1	-7	0	-10
PAFAH1B2 inh	4	3	-1	2
LYPLA2 counter	-5	5	-1	-5
PREPL inh	-14	-2	17	11
pPAFAH FP inh	13	3	0	3

A different layout for four compounds above:
nr | SMILES | PME-1 primary | PAFAH1B3 FP inh | LYPLA1 inh | GSTO1 counter | PAD4 inh | PAFAH1B2 inh | LYPLA2 counter | PREPL inh | pPAFAH FP inh
13 | O=C(OCCN1C(=O)c2ccccc2C1=O)c1ccccc1 | 5 | 0 | -4 | 4 | -2 | -3 | 2 | 24 | 8
5 | CCCCn1c(N)c(N(CCC(C)C)C(=O)C2CSC3(C)CCC(=O)N23)c(=O)[nH]c1=O (centres undefined) | 2 | 5 | 1 | 9 | 4 | -6 | 2 | -3 | 4
11 | COc1ccc(CCNC(=O)c2cccc(S(=O)(=O)N3CCOCC3)c2)cc1OC | 6 | 7 | -2 | / | 2 | 0 | 0 | 9 | 0
3 | O=C(Nc1ccccc1)c1cnc2ccccc2n1 | 6 | 0 | -3 | 1 | -3 | 2 | -1 | -7 | 4

Only part of the results is shown (hit frequency here may not be typical).
